# Source: PubChem
# A3A deaminase – APOBEC3A ssDNA deaminase inhibitors, primary screen, selectivity assay for APOBEC3G inhibitor project, biochemical, FAM/TAMRA oligo cleavage fluorescence; recombinant A3A, FAM/TAMRA ssDNA deamination fluorescence; AID 493011, 2011; inhibition, % at 20 µM; 0.41% of 330,000 active; DNA dC->dU-editing enzyme APOBEC-3A (Homo sapiens), P31941;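 active = at least 40% inhibition at 20 µM here, with at most 30% in a related deaminase screen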;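 note: plate controls were A3A with DMSO for no effect and wells lacking A3A enzyme for full effect; some results filed as inactive read as strong as hits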
# Target sequence (P31941 whole entry, looked up): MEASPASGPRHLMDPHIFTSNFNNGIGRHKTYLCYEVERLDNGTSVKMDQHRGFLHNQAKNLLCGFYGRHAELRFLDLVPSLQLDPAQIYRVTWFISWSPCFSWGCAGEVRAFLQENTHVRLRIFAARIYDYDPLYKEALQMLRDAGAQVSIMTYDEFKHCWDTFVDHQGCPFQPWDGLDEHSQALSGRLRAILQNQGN
# MPTP block – mitochondrial permeability transition pore inhibitors, primary screen, biochemical, isolated mouse mitochondria, absorbance | Ca2+ swelling absorbance, 30 min | inhibition, % at 10 µM | 1.4% of 360,000 active | AID 602449, 2012;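 active = inhibition of 50% or more, scaled per plate between neutral and stimulator controls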;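 note: 0% = DMSO wells given calcium and 100% = 1 mM EGTA wells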
# CXCR6 inh – CXCR6 receptor inhibitors, primary screen, cell-based, beta-arrestin, luminescence, CHO-K1 PathHunter, 1536-well | C-X-C chemokine receptor type 6 (Homo sapiens), O00574 | inhibition, % at 20 µM | 0.36% of 360,000 active | AID 602244, 2012; in the data active = inhibition above about 34%, passing the limit was not always enough;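 note: antagonist mode with CXCL16 agonist at 10 nM final; 0% = 10 nM CXCL16 with DMSO and 100% = unstimulated wells without agonist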
# EBI2 antag – EBI2 receptor antagonists, beta-arrestin recruitment, primary screen, cell-based, luminescence, 7a,25-OHC stimulation, uHTS; inhibition, % at 5 µM; 7a,25-OHC stimulated; 0.81% of 360,000 active; G-protein coupled receptor 183 (Homo sapiens), P32249; AID 651636, 2012; in the data active = inhibition above about 38%;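 note: enzyme fragment complementation signal reports receptor beta-arrestin coupling in cells; 0% = agonist plus DMSO wells and 100% = wells without agonist; some results beyond the cut were filed as inactive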
# Target sequence (P32249 whole entry, looked up, the tested form may be a part): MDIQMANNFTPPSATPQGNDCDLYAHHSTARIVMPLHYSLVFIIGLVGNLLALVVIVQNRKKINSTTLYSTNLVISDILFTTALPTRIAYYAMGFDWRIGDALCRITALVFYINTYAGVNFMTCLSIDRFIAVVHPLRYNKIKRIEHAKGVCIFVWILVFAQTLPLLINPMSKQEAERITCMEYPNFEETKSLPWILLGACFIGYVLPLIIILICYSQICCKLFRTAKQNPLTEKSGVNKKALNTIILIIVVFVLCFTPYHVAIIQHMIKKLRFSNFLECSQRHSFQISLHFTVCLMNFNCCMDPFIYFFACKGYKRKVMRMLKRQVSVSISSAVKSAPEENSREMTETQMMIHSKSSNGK
# Gli-Sufu antag – Gli-Sufu pathway antagonists, primary screen, luciferase luminescence, Sufu-KO-LIGHT cells, uHTS; Sufu-KO-LIGHT fibroblasts, Gli luciferase reporter luminescence; inhibition, % at 5 µM; 0.74% of 340,000 active;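 active = inhibition above about 55%, limit read from the data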;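 note: 0% = DMSO-treated cells and 100% = wells with medium but no cells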
# APOBEC3G inh – APOBEC3G DNA deaminase inhibitors, primary screen, biochemical, fluorescence, single-stranded DNA substrate, uHTS | DNA dC->dU-editing enzyme APOBEC-3G (Homo sapiens), Q9HC16 | recombinant A3G, ssDNA deamination FAM/TAMRA fluorescence | inhibition, % at 20 µM | 0.28% of 330,000 active;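 active = inhibition of at least 40% at 20 µM, with no more than 30% in the related APOBEC3A deaminase screen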;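 note: plate controls were DMSO wells with A3G for no effect and wells lacking A3G enzyme for full effect; some compounds called inactive have numbers as strong as hits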
# CCR6 antag – CCR6 receptor antagonists, primary screen, cell-based, CHO-K1, luminescence, beta-arrestin, uHTS; CHO-K1 CCR6 PathHunter beta-arrestin, CCL20-stimulated; inhibition, % at 20 µM; 0.49% of 340,000 active;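 active = compounds whose inhibition of the agonist-driven luminescence signal at 20 µM reaches about 50%, limit read from the data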;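 note: cells stimulated with CCL20 at 14 nM final; plate controls were DMSO with CCL20 for no effect and DMSO without agonist for full effect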
# Target sequence (P51684 whole entry, looked up): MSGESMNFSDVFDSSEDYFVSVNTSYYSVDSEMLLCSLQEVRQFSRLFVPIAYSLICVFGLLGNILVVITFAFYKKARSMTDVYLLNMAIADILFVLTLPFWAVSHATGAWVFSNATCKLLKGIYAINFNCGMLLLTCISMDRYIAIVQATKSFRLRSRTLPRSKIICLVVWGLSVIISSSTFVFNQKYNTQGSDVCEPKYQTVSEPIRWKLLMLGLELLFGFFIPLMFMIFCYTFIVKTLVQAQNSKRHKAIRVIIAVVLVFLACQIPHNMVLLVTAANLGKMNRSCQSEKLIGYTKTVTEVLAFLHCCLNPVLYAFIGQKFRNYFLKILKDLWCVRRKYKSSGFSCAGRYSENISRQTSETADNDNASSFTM
# NR3A LBD binder – binders of NR3A ligand-binding domain, primary screen, biophysical, differential scanning fluorimetry, uHTS | Glutamate receptor ionotropic, NMDA 3A (GRIN3A) ligand-binding domain | 2.5% of 340,000 active | NR3A LBD differential scanning fluorimetry, Tm shift; 0% = protein alone, 100% = glycine-bound protein | Tm shift relative to glycine control, % at 25 µM;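 active = melting temperature shift of at least 10% of the positive control shift, at one fixed dose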
# Starred values were filed as active, the others as inactive; x = no result given; & = joins results of further samples.
# A first look:
(1) Cc1ccccc1C(=O)Nc1ccnc(-c2ccncc2)n1
(2) CCOc1ccc(-c2nc(CSc3nnc(N)s3)cs2)cc1OC
(3) Cc1cc(C)cc(N(CCC#N)C(=O)COC(=O)c2ccccc2SCC(=O)N2CCCC2)c1

compound no.	1	2	3
A3A deaminase	-1.9	-4.5	-1.9
MPTP block	-0.6	-1.5	-0.2
CXCR6 inh	-6.4	-2.8	1.6
EBI2 antag	4.9	-14.6	2.0
Gli-Sufu antag	1.3	-21.6	-1.7
APOBEC3G inh	-11.8	-4.3	-3.8
CCR6 antag	-1.4	3.2	21.7
NR3A LBD binder	-0.6	0.8	-4.7

# All compounds of this part, repeating the preview:
(1) Cc1ccccc1C(=O)Nc1ccnc(-c2ccncc2)n1
(2) CCOc1ccc(-c2nc(CSc3nnc(N)s3)cs2)cc1OC
(3) Cc1cc(C)cc(N(CCC#N)C(=O)COC(=O)c2ccccc2SCC(=O)N2CCCC2)c1
(4) CCOC(=O)Cn1c(=O)oc2cc(S(=O)(=O)NC3CCCc4ccccc43)ccc21 (centres undefined)
(5) CCOc1ccccc1Nc1ncccc1C(=O)N1CCCC1
(6) Cn1c(=N)n(CC(=O)c2ccc(F)cc2)c2ccccc21

compound no.	1	2	3	4	5	6
A3A deaminase	-1.9	-4.5	-1.9	-2.9	-1.9	-1.4
MPTP block	-0.6	-1.5	-0.2	0.2	0.7	0.0
CXCR6 inh	-6.4	-2.8	1.6	-10.6	4.8	0.3
EBI2 antag	4.9	-14.6	2.0	7.8	-11.5	1.9
Gli-Sufu antag	1.3	-21.6	-1.7	-4.5	27.2	-50.0
APOBEC3G inh	-11.8	-4.3	-3.8	-7.3	-4.4	-0.3
CCR6 antag	-1.4	3.2	21.7	-0.5	-6.9	9.9
NR3A LBD binder	-0.6	0.8	-4.7	1.6	-1.1	-2.2

(7) Fc1ccc(C2=Nn3c(Cc4ccccc4F)nnc3SC2)cc1
(8) CCOC(=O)c1[nH]c2ccc(OC)cc2c1NC(=O)CCN1CCN(Cc2ccccc2)CC1
(9) COc1ccc(C(CCN2CCCCC2)c2c(OC)cc(OC)c3c(-c4ccccc4)cc(=O)oc23)cc1 (centres undefined)
(10) O=[N+]([O-])c1ccc(S(=O)(=O)NCC(c2cccnc2)N2CCc3ccccc32)cc1 (centres undefined)
(11) COc1cccc(-n2c(-c3ccccc3)c[nH]c2=S)c1
(12) O=C(COC(=O)c1c[nH]c2ccccc12)Nc1cccc(F)c1

compound no.	7	8	9	10	11	12
A3A deaminase	-18.8	-1.8	-4.3	-2.1	-3.3	3.3
MPTP block	0.4	-2.0	-0.5	-0.5	-1.2	1.5
CXCR6 inh	-5.6	-3.8	8.0	-4.4	-16.7	-20.4
EBI2 antag	3.1	-0.9	-0.3	30.5	-5.9	-7.2
Gli-Sufu antag	-3.9	10.7	9.4	2.0	-4.5	-12.5
APOBEC3G inh	-6.1	-5.5	-5.1	-9.4	-10.4	-5.2
CCR6 antag	-10.4	7.9	13.7	9.3	-1.6	-11.7
NR3A LBD binder	0.4	-1.2	-4.7	-6.0	-0.1	6.4

(13) CCOCCc1nnc(NC(=O)CS(=O)(=O)Cc2ccccc2)s1
(14) COc1cc(/C=C/C(=O)NCc2ccccn2)cc(OC)c1OC
(15) O=S(=O)(c1cccc(C(F)(F)F)c1)N1CCN(C(=S)NC2CC2)CC1
(16) O=C(CN1C(=O)c2ccccc2C1=O)N1CCCCC1
(17) CCOC(=O)N1CCN(S(=O)(=O)c2ccc(C(=O)N(CCN(C)C)c3nc4c(C)cccc4s3)cc2)CC1
(18) CCOc1c(CNCc2ccc(C(=O)O)cc2)cccc1OC

compound no.	13	14	15	16	17	18
A3A deaminase	2.4	-1.3	1.0	0.9	-0.6	-2.5
MPTP block	-2.4	-1.2	0.0	3.4	-0.3	0.1
CXCR6 inh	4.4	-11.2	-1.9	-4.5	10.0	7.3
EBI2 antag	-2.2	3.7	-14.1	6.0	4.5	0.9
Gli-Sufu antag	8.5	10.1	28.5	-1.6	12.2	-2.6
APOBEC3G inh	-0.8	-2.4	0.5	-0.4	-4.0	-4.5
CCR6 antag	4.9	6.8	1.9	3.8	12.2	13.1
NR3A LBD binder	1.3	-2.6	1.5	0.9	-1.7	-0.9

(19) COc1cccc(NC(=O)C2C3C=CC4(O3)C2C(=O)N(CCCN2CCC(C)CC2)C4C(=O)NC2CCCCC2)c1 (centres undefined)
(20) Cc1cc(NC(=O)CS(=O)(=O)c2c[nH]c3ccccc23)no1
(21) COc1cccc(/C=N/NC(=O)CSc2ccccc2C)c1O
(22) COC(=O)c1cc(OC)c(OC)cc1N
(23) C/C(=N\NC(N)=O)C1(C)CCCCC1
(24) Cc1ccc(C(=O)N/C(=C\c2cccs2)C(=O)NC2CCCCC2)cc1

compound no.	19	20	21	22	23	24
A3A deaminase	2.3	3.4	-4.0	-1.9	5.6	-3.5
MPTP block	-0.6	-0.6	2.0	-1.6	-1.9	0.1
CXCR6 inh	0.1	6.1	0.1	-0.1	-4.3	2.7
EBI2 antag	2.7	-9.6	7.3	1.2	0.4	-5.0
Gli-Sufu antag	14.7	8.9	5.3	3.1	-14.3	-6.2
APOBEC3G inh	-4.9	-5.9	-5.8	-6.8	3.5	-4.0
CCR6 antag	11.7	14.0	2.6	0.8	-6.3	12.7
NR3A LBD binder	-2.0	0.1	-2.0	1.4	-1.0	-0.8

(25) O=C(CSc1nc2ccccc2[nH]1)c1ccc(Cl)s1
(26) Cc1cccc(NC(=O)COc2ccc(Br)cc2/C=N/O)c1
(27) COC(=O)C(N)Cc1ccc(O)c(O)c1 (centres undefined)
(28) CCCCCCN1C2=NCCN2c2ccccc21
(29) COc1cc(-c2noc(C)c2C#CC2(O)CCCCC2)cc(OC)c1OC
(30) Cn1c(SCC(=O)Nc2ccc3c(c2)n(C)c(=O)n3C)nnc1-c1ccncc1

compound no.	25	26	27	28	29	30
A3A deaminase	3.7	1.9	-1.9	1.4	-1.5	1.4
MPTP block	-1.0	4.7	-0.7	3.1	0.4	-0.2
CXCR6 inh	-7.4	-5.2	-0.8	2.5	6.6	-3.3
EBI2 antag	7.2	-3.7	7.2	0.3	20.7	2.9
Gli-Sufu antag	-35.8	-33.9	-1.1	13.4	16.8	38.4
APOBEC3G inh	-1.8	0.9	-0.5	-1.5	-5.8	-4.1
CCR6 antag	7.1	7.2	5.0	10.7	13.4	-1.5
NR3A LBD binder	0.1	-10.2	2.3	-0.3	-0.9	-2.8

(31) CN(Cc1ccccc1)C(=O)c1cccc(NC(=O)Cc2ccc(NC(=O)C3CCN(C(=O)CCc4ccccc4)CC3)cc2)c1
(32) CCOC(=O)N1CCN(C(=O)C(C)N(c2ccccc2)S(C)(=O)=O)CC1 (centres undefined)
(33) Cc1ccc(C(C(=O)NC(C)(C)C)N(Cc2cccs2)C(=O)c2csnn2)cc1 (centres undefined)
(34) COc1ccc(CCNC(=O)COC(=O)/C=C/c2ccc(OCC#N)c(OC)c2)cc1
(35) O=C(CC1CC2CCC1C2)N1CCN(S(=O)(=O)c2ccccc2F)CC1 (centres undefined)
(36) CN(Cc1ccccc1)S(=O)(=O)c1ccccc1[N+](=O)[O-]

compound no.	31	32	33	34	35	36
A3A deaminase	x	-0.4	-2.3	-1.2	-2.9	0.3
MPTP block	2.2	-0.4	-2.3	-1.1	-0.5	0.6
CXCR6 inh	-4.2	8.1	-1.3	-1.7	7.7	2.8
EBI2 antag	11.3	-9.7	-3.1	-10.5	-1.9	-3.1
Gli-Sufu antag	20.5	-1.7	5.3	7.2	-1.9	-3.6
APOBEC3G inh	x	-5.7	1.3	-6.2	-7.8	-5.9
CCR6 antag	11.3	-6.2	12.1	-4.2	0.2	4.2
NR3A LBD binder	17.1*	-0.7	0.0	4.6	-0.1	0.8

(37) COc1cccc(CNc2nc(-c3cccnc3)nc3ccccc23)c1
(38) Cc1cc(NC(=O)CSCC(=O)N(C)Cc2ccc(Cl)cc2Cl)no1
(39) Cc1ccc2c(c1)C(C)CC(C)(C)N2C(=O)CN1CCN(C)CC1 (centres undefined)
(40) COc1cccc(NC(=O)c2cc(OC)c(OC)c(OC)c2Br)c1
(41) Cc1cccc2[nH]c3c(N4CCN(C(=O)c5ccco5)CC4)ncnc3c12
(42) O=c1sc2ccccc2c(=O)n1Cc1ccccc1F

compound no.	37	38	39	40	41	42
A3A deaminase	5.1	0.2	0.5	-1.9	-3.5	-2.9
MPTP block	-0.7	0.4	0.2	1.9	4.8	-0.3
CXCR6 inh	4.0	2.1	-12.1	-3.0	2.5	10.4
EBI2 antag	18.7	-8.1	4.9	-0.7	6.7	2.8
Gli-Sufu antag	43.5	-10.5	7.5	6.5	31.0	7.6
APOBEC3G inh	3.3	4.3	-1.9	-4.5	-10.7	-7.6
CCR6 antag	13.7	14.2	2.4	14.2	-5.8	4.5
NR3A LBD binder	-12.8	1.9	1.6	-1.1	-0.9	7.7

(43) Cc1cc(C)nc(SCCS(=O)Cc2ccc(Cl)cc2)n1 (centres undefined)
(44) CC(C)[C@H](N)c1cn([C@@H](CO)C(=O)N2CCNCC2)nn1
(45) O=C(Cc1cc(=O)[nH][nH]1)N/N=C/c1c(Cl)cccc1Cl
(46) COCCCNCCOCCOc1ccc(C)cc1Br
(47) CCC(C)NC(=O)CC1Oc2ccc(Cl)cc2NC1=O (centres undefined)
(48) COc1cc(CN2CCN(C(=O)CC(C)C)CC2)cc(OC)c1OC

compound no.	43	44	45	46	47	48
A3A deaminase	1.7	1.3	-0.1&-0.7	0.5	-0.3	0.3
MPTP block	1.5	-1.6	-1.5&0.3	-1.0	-1.2	-2.4
CXCR6 inh	-16.3	-11.5	10.8&2.3	5.8	-7.0	-1.3
EBI2 antag	1.2	-12.9	-1.1&0.3	-10.1	-7.5	2.2
Gli-Sufu antag	34.3	0.6	0.6&1.1	1.2	-9.6	5.1
APOBEC3G inh	-5.4	-3.7	1.4&-11.1	2.8	-7.1	4.3
CCR6 antag	-12.4	-3.8	15.6&-1.0	-16.4	-8.4	-13.6
NR3A LBD binder	0.7	-1.6	1.6&-0.5	0.4	0.3	0.8

(49) CN1CC2=Cc3ccccc3OC23Oc2ccccc2C=C3C1
(50) CCOC(=O)C1C(=O)CC(C)(O)C(C(=O)OCC)C1c1ccco1 (centres undefined)
(51) Nc1ccc(C(=O)N/N=C2\CCCc3c2[nH]c2ccccc32)cc1
(52) O=C(Cc1ccccc1)Nc1ccc(NC(=O)c2ccco2)cc1Cl

compound no.	49	50	51	52
A3A deaminase	1.9	-3.2	1.5	2.5
MPTP block	64.6*	7.8	0.3	0.2
CXCR6 inh	34.0	2.8	-1.8	5.9
EBI2 antag	13.0	0.5	22.8	11.7
Gli-Sufu antag	5.8	-4.4	-0.9	-17.7
APOBEC3G inh	-1.1	-4.0	-4.5	3.5
CCR6 antag	25.5	14.8	6.9	8.9
NR3A LBD binder	-1.6	-0.7	-3.6	-1.9

# Full records as entered above. Screens in order: A3A deaminase | MPTP block | CXCR6 inh | EBI2 antag | Gli-Sufu antag | APOBEC3G inh | CCR6 antag | NR3A LBD binder
# COc1cccc(NC(=O)c2cc(OC)c(OC)c(OC)c2Br)c1 in the list: -1.9 | 1.9 | -3.0 | -0.7 | 6.5 | -4.5 | 14.2 | -1.1
# C/C(=N\NC(N)=O)C1(C)CCCCC1 in the list: 5.6 | -1.9 | -4.3 | 0.4 | -14.3 | 3.5 | -6.3 | -1.0
